# Bioassay records as filed in PubChem.
# MITF act: activators of MITF-driven TRPM1 promoter reporter, primary screen, cell-based, SK-MEL-5, luciferase, single point. SK-MEL-5 TRPM1-promoter luciferase, 24 h; % of positive control, neutral wells = 0. activation, % at 12.5 µM. hit rate 0.75% among 300,000;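 active = mean activation of at least 80% with every replicate also reaching 80%; inconclusive = mean reaches 80% but some replicate falls short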;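 note: 0% = neutral control wells and 100% = parthenolide positive control wells; values of inactives mirror those of a sister screen read the other way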
# HTR5A ag: HTR5A agonists in luminescence cell assay, primary screen, counter-screen for OPRM1-OPRD1 heterodimer agonist project, full-deck HTS; cell-based; activation, % at 9.3 µM; hit rate 0.61% among 340,000; AID 504692, 2011; in the data active = activation mostly above about 9.5%, no sharp cut-off; inactive = mostly below about 7.6%;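 note: 0% = cells with vehicle only and 100% = reference agonist; strong numbers were not always called active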
# Target sequence (P47898 whole entry, looked up): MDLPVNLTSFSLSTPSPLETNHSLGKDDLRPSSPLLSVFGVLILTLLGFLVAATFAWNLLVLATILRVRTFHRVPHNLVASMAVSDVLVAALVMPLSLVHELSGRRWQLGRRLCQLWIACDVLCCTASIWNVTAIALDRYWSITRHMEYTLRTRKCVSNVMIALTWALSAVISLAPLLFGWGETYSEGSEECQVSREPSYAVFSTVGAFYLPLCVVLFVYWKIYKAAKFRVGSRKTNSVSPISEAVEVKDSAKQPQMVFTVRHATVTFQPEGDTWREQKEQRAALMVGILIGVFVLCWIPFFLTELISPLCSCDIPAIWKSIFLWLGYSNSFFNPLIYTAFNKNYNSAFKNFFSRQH
# RTF Ca sens act: cardiac RTF calcium sensitivity activators, primary screen, biochemical, IANBD-TnC fluorescence, EC20 calcium. Troponin I, cardiac muscle (Homo sapiens) + Troponin T, cardiac muscle (Homo sapiens) + …. IANBD-labeled TnC RTF fluorescence at EC20 calcium; 0% EC20 calcium, 100% full calcium. activation, % at 7.2 µM. hit rate 0.24% among 340,000;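 active = activation above the mean over all tested compounds plus 3 SD, cut at about 30% in these data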;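 note: rise in fluorescence read as greater calcium sensitivity of cardiac thin filaments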
# SR-BI uptake up: activators of SR-BI mediated DiI-HDL uptake, primary screen, ldlA[mSR-BI] CHO cells, DiI fluorescence. hit rate 0.096% among 320,000. activation, % at 12.5 µM. 3 h; 100 = double the neutral-control signal;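 active = mean replicate activation of at least 60% and every replicate at or above 60%; inconclusive = mean or all-replicate condition met, but not both; inactive = mean below 60% and not all replicates reaching 60%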;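 note: 0% = median plate neutral-control signal and 100% = twice that signal; values of inactives mirror those of a sister screen read the other way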
#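 system = CHO ldlA[mSR-BI] cells, LDL receptor-null, SR-BI overexpressing | medium = Ham's F12 with 0.5% BSA, HEPES 25 mM, pH 7.4 | probe or stimulus = DiI-HDL 10 µg/mL | compound dosing = single-point compound dose | incubation = compound exposure 3 h, 37 °C | technique = DiI fluorescence, bottom read | read-out = cell-associated DiI fluorescence as measure of HDL uptake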
# CDK5 p35 inh: inhibitors of human CDK5/p35 kinase, primary screen, biochemical, single concentration; Cyclin-dependent kinase 5 (Homo sapiens) + Cyclin-dependent kinase 5 activator 1 (Homo …; Recombinant CDK5/p35, ADP-Glo luminescence, 60 min; inhibition, % at 10 µM; hit rate 0.01% among 330,000; AID 488839, 2010;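 active = highest replicate inhibition of at least 50% and at least 75% of replicates reaching 50%; inconclusive = only one of the two criteria met; inactive = both criteria failed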;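 note: plate controls were DMSO neutral control for no effect and GW8510 at 10 µM for full effect; many of its hits are not listed in these tables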
# Target sequence (Q00535 whole entry, looked up): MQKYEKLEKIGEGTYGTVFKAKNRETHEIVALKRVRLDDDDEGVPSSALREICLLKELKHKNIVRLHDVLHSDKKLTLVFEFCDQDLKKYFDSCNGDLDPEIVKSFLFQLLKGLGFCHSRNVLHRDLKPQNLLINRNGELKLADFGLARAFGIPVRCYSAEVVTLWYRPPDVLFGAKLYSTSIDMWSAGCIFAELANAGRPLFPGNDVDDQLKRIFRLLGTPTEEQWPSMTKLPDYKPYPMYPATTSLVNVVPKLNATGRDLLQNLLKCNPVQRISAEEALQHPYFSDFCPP
# Target sequence (Q15078 whole entry, looked up): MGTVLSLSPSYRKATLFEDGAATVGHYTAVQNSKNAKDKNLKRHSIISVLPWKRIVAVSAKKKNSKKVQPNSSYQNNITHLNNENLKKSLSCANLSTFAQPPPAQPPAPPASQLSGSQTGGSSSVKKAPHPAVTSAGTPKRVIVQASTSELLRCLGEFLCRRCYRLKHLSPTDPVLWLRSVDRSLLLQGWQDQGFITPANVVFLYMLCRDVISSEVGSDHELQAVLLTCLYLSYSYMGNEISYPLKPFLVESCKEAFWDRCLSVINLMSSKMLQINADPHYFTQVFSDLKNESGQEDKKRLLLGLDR
# PvdQ acylase: P. aeruginosa PvdQ acylase inhibitors, primary screen, biochemical, fluorescence, plate reader and imaging, single point | PvdQ acylase [Pseudomonas aeruginosa LESB58] | purified PvdQ acylase | inhibition, % at 10 µM | hit rate 0.063% among 340,000; in the data active = inhibition above about 30%, passing the limit was not always enough; inconclusive = no clear call, values can overlap the other calls;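 note: 0% = vehicle neutral wells and 100% = reference inhibitor wells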
# dFosB act: activators of delta FosB homodimer, primary screen, biochemical, fluorescence polarization, TAMRA-CDK5 oligo, single point; purified delta FosB; percent of positive-control signal above neutral wells; activation, % at 25 µM; hit rate 0.99% among 340,000; AID 493131, 2011;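 active = mean activation above about 17%, with every replicate also reaching it, limit read from the data, passing the limit was not always enough; inconclusive = only one of the two conditions met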;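 note: fluorescence polarization rise as delta FosB binds a TAMRA Cdk5 AP-1 oligo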
# Wnt bcat act: Wnt/beta-catenin pathway activators, primary screen, cell-based, plate reader, single point; hit rate 1.2% among 300,000; Wnt/beta-catenin reporter cell assay, activator; activation, % at 9.35 µM; in the data active = activation above about 30%, passing the limit was not always enough; inconclusive = no clear call, values can overlap the other calls;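 note: 0% = neutral control wells and 100% = positive control wells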
# SR-BI DiI inh: inhibitors of SR-BI mediated HDL lipid uptake, primary screen, ldlA[mSR-BI] cells, fluorescence, single point | hit rate 0.96% among 320,000 | Scavenger receptor class B member 1 (Mus musculus), Q61009 | ldlA[mSR-BI] CHO cells, DiI-HDL uptake fluorescence, 3 h | AID 488896, 2010 | inhibition, % at 12.5 µM;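 active = mean replicate inhibition of at least 70% and a set share of replicates each scoring 70 or more; inconclusive = meets just one of the two criteria; inactive = fails both criteria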;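 note: 0% = median of neutral control wells and 100% = median of positive control wells; values of inactives mirror those of a sister screen read the other way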
# Rtt109 HAT inh: inhibitors of C. albicans Rtt109/Vps75 HAT, primary screen, biochemical, ThioGlo CoA-SH fluorescence, plate reader | Histone acetyltransferase RTT109 (Candida albicans (strain SC5314 / ATCC MYA-2876)), … | purified Rtt109/Vps75, 4 h | inhibition, % at 34.9 µM | hit rate 0.16% among 330,000;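 active = inhibition of at least 50% in every replicate; inconclusive = best replicate reaches 50% inhibition but some replicates fall short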
# * = called active by the depositor; ? = inconclusive; · = no result given. An unsorted share of the library; about 4.4% have a hit in one of these screens.
SMILES,MITF act,HTR5A ag,RTF Ca sens act,SR-BI uptake up,CDK5 p35 inh,PvdQ acylase,dFosB act,Wnt bcat act,SR-BI DiI inh,Rtt109 HAT inh
C[C@@H]1CN([C@@H](C)CO)C(=O)Cc2cc(NS(=O)(=O)c3ccccc3)ccc2O[C@H]1CN(C)S(C)(=O)=O,0,-2,0,47,-2.3,-7,-3,4,-47,3
Cc1ccc(Sc2c(O)c3ccccc3n(C)c2=O)cc1,7,3,2,17,-2.7,-4,-5,-5,-17,0
C[N+](C)(C)CCOC(=O)C1(c2ccccc2)CCCC1,7,-2,-3,10,-4.0,-17,-8,·,-10,2
CNC(=O)N1CCC(C(=O)c2c(C)c(C)c(C)c(C)c2C)CC1,-13,0,-2,-8,-0.7,-7,1,-2,8,-3
Clc1cccc(N=NN2CCOCC2)c1Cl,·,10,-4,1,2.7,12,1,18,-1,3
O=C(O)CNC(=O)/C(=C/c1cccc([N+](=O)[O-])c1)NC(=O)c1ccco1,-1,-1,-5,-12,-0.1,-2,2,-2,12,0
COc1cccc(NC(=O)CN(C)C(=O)c2c(-c3ccccc3)noc2C)c1,-4,-1,-3,·,-2.5,4,-1,0,16,4
CC(C)CNc1nc(Oc2ccc(=O)n(-c3ccccc3)n2)nc(N2CCOCC2)n1,5,-1,-5,-6,1.0,-7,-4,-7,6,-5
O=C1CC/C=C\C[C@@H](CC(=O)N(CCO)Cc2ccccc2)C(=O)N[C@H](Cc2ccccc2)CO1,3,0,1,2,-2.0,13,3,4,-2,0
O=C(Nc1ccc(C(F)(F)F)cc1)c1cccc(-n2cnnn2)c1,-7,0,1,·,-0.3,-3,5,6,9,21
Cc1cc(C)n2nc(-c3cccnc3)nc2n1,11,5,1,23,0.8,-16,-9,-2,-23,-16
CN1CCN(CCCCOc2ccc(F)cc2)CC1,·,3,9,?,0.7,-7,-8,0,-303,3
CCOc1ccc(NC(=O)Cn2nc(-c3ccccc3Cl)n(CC)c2=S)cc1,-6,-2,-1,-41,0.0,-10,-4,·,41,-1
O=C(CN1CCC2(CC1)OCCO2)c1ccc2cc[nH]c2c1,8,-2,-6,-5,2.0,5,4,·,5,1
O=C(c1ccco1)N1CCC(n2nnc3ccccc32)CC1,4,-3,1,32,1.7,-13,9,-10,-32,-3
Cc1ccc(CNC(=O)c2ccc(Cl)c(S(N)(=O)=O)c2)n1C,-6,0,-7,-19,-0.7,-4,-4,1,19,-3
CC(NC(=O)COc1ccc(S(=O)(=O)N2CCOCC2)cc1)c1ccccc1 (stereo unspecified),8,0,-1,16,2.2,1,-6,-5,-16,9
C=CCn1ccc2c([N+](=O)[O-])cccc2c1=O,-10,5,-5,12,3.8,10,-9,-1,-12,16
CCc1ccccc1N1CC23C=CC(O2)C(C(=O)O)C3C1=O (stereo unspecified),3,-4,9,15,3.4,12,-2,0,-15,3
COc1cc(CC(=O)N/N=C/c2ccc([N+](=O)[O-])cc2)c([N+](=O)[O-])cc1OC,0,6,-4,-3,-0.5,5,4,·,3,-8
Cc1nn(C)cc1C(C)NCc1c(C(=O)N2CCCCCCC2)nc2ccc(Cl)cn12 (stereo unspecified),6,-2,-3,31,-0.6,-2,1,-2,-31,·
CCc1ccc2c(c1)C(c1cccs1)=NNC(c1cccnc1)=N2,-11,-1,1,11,-0.7,-5,-1,·,-11,5
Cc1cc(C(F)(F)F)c2c(N)c(C(=O)Nc3cc(C)on3)sc2n1,·,11,2,-15,2.7,8,-4,·,15,5
O=C(CCN1C(=O)C2C3C=CC(C4CC34)C2C1=O)OCC(=O)c1ccccc1 (stereo unspecified),-1,-1,-2,18,-0.8,-4,-2,0,-18,0
COC(=O)c1cc(OC)c(OC)c(OC)c1[N+](=O)[O-],-12,4,1,-2,0.3,-11,-3,-2,23,-6

# New compounds follow
SMILES,MITF act,HTR5A ag,RTF Ca sens act,SR-BI uptake up,CDK5 p35 inh,PvdQ acylase,dFosB act,Wnt bcat act,SR-BI DiI inh,Rtt109 HAT inh
CCCC1(C)Nc2ccccc2-c2nc3ccccc3n21 (stereo unspecified),77,5,-2,4,2.6,-11,4,·,-4,-48
CC[C@@H](C)[C@H](NC(=O)OC(C)(C)C)c1nnc(S(=O)(=O)Cc2cc(C)ccc2C)o1,-53,2,2,-8,-2.1,-10,-7,·,8,133*
CCCC(C)C(=O)Nc1ccc2c(c1)OCCO2 (stereo unspecified),13,2,2,·,-1.0,-19,-2,-2,·,-9
OCCOCCNc1ncnc2nc[nH]c12,-1,3,2,3,-2.0,-18,0,2,-3,-1
COc1cccc(N(C(=O)Cn2nnc(-c3ccc(C)o3)n2)C(C(=O)NC(C)(C)C)c2cccs2)c1 (stereo unspecified),·,6,8,-11,-4.6,-7,10,-4,11,-9
Cc1ccc(/C=C2\SC(=S)N(CCCC(=O)Nc3ccc(O)cc3)C2=O)cc1,-21,2,0,0,-5.3,-25,-1,7,0,0
CC1CC(C)CN(C(=O)CSc2nnc(CSc3ncccn3)n2C)C1 (stereo unspecified),-3,-2,2,5,1.0,-18,3,·,-5,-3
CCN(CC(=O)N1CCN(Cc2ccccc2)CC1)S(=O)(=O)c1ccc(C)cc1,-15,2,-8,2,-0.7,7,-5,7,-2,-3
CCO[C@H]1OC(C(=O)N2CCN(Cc3ccc4c(c3)OCO4)CC2)=C[C@@H](C2CCCCC2)[C@@H]1CCCO,-3,-4,1,-23,2.1,25,5,-3,23,18
O=C(Nc1ccc(S(=O)(=O)Nc2nccs2)cc1)c1nn(-c2ccc(F)cc2)ccc1=O,-9,-1,-5,6,·,3,-31,3,-6,2
O=C(C1=C[C@@H](c2ccccc2)C[C@@H](OCCCCO)O1)N1CCOCC1,7,9,0,28,-1.1,7,-4,1,-28,-8
CCOC(=O)N1CCC(N2Cc3cccc(C(=O)NCc4ccccc4OC)c3C2=O)CC1,10,-6,-5,-14,-0.2,-7,-23,-3,14,7
CCC(C)[C@H](NC(=O)N1CC(=O)Nc2ccccc21)C(=O)N[C@H](Cc1ccccc1)C(=O)O (stereo partly specified),-6,1,1,6,-0.3,-8,5,-1,-6,-9
COCc1[nH][nH]c(=O)c1/C=N/N1CCOCC1,-1,0,5,12,-2.6,-14,-4,-8,-12,·
CCOC(=O)c1[nH]c2ccccc2c1NC(=O)CCN1CC(C)OC(C)C1 (stereo unspecified),·,4,1,7,-0.4,1,0,-4,-7,5
O=C(COc1ccccc1)Nc1nc(-c2ccncc2)cs1,16,5,-3,17,-1.2,3,-7,0,-17,14
Cc1ccc(S(=O)(=O)NN2C(=O)/C(=C/c3cccs3)SC2=S)cc1,-8,6,-4,·,4.1,8,1,4,·,32
CC(C(=O)Nc1ccc(OCc2ccccc2)cc1)N1CCCC1 (stereo unspecified),38,0,1,18,0.5,20,-1,6,-18,-8
O=C(Nc1cccc(Cl)c1)c1ccc2c(=O)n3c(nc2c1)CCCCC3,50,1,-9,-35,1.8,-1,-24,·,35,5
COc1ccc(C(=O)Nc2cc3c(cc2OC)CCCC3)cc1Br,-3,5,-6,-64,-2.8,-15,-5,·,64,2
Cc1cccc(NC2=NC3(CCCCC3)N=C(N)N2)c1,·,5,-4,9,0.6,-3,3,·,-9,-6
CCOC(=O)c1cc2c(=O)n3ccccc3nc2n(C(C)C)c1=NC(=O)c1ccncc1,·,1,8,24,-0.4,-4,-45,·,-24,-190
O=S1(=O)CCOC[C@H](c2ccccc2)N1Cc1cccc(F)c1,3,-2,-7,14,-1.4,-15,9,-1,-14,2
Cc1ccc(SCCC(=O)N2CCCC2)cc1,36,1,6,-16,1.1,-13,3,·,16,-11
COc1ccc(OC)c(-c2nnc(SCC(=O)N3CCOCC3)o2)c1,14,0,0,7,0.9,-15,2,-1,-7,-19

# Further compounds.
SMILES,MITF act,HTR5A ag,RTF Ca sens act,SR-BI uptake up,CDK5 p35 inh,PvdQ acylase,dFosB act,Wnt bcat act,SR-BI DiI inh,Rtt109 HAT inh
COC1=CC(=O)OC(c2ccco2)C1 (stereo unspecified),-5,-2,-4,16,-1.7,-5,-1,-1,-16,8
Cc1ccc(NCc2nnc(SCC(=O)Nc3cccc(O)c3)n2CC2CCCO2)c(C)c1 (stereo unspecified),-6,7,2,-9,-0.1,3,-7,-4,9,-4
C#CCNC(=O)C1=C[C@@H](c2ccc(C#C)cc2)C[C@@H](OCCCCO)O1,-5,8,-5,-8,0.8,1,-6,-8,8,-7
COc1ccc(N2CCN(c3cc(=O)n(Cc4ccc(F)cc4)c(=O)[nH]3)CC2)cc1,-6,-2,-3,-9,-0.7,-8,-6,-4,9,-4
COC(=O)c1[nH]c2ccccc2c1NC(=O)C(C)N1CCOCC1 (stereo unspecified),·,6,1,14,0.2,1,-3,-2,-14,21
CCCn1c(SCC(=O)NC2CCCCC2)nnc1-c1ccncc1,-11,-1,2,1,-0.2,10,-5,54*,-1,·
CN(C)c1ccc(/C=N/NC(N)=S)cc1[N+](=O)[O-],-2,0,1,-2,-1.0,-1,-2,4,2,0
COC(=O)c1ccn(C(=O)c2ccc(Cl)cc2)n1,1,-1,3,29,0.6,-12,0,·,-29,-41
CCN(CC)CCn1c(NC(=O)c2ccc(C)cc2)nc2ccccc21,13,·,6,-14,0.6,0,-3,13,14,3
COc1ccc(S(=O)(=O)N2CCC(C(=O)N3CCc4ccccc4C3)CC2)cc1,-3,0,7,·,-0.8,-15,-12,·,·,3
CC(C)N(Cc1cn(C)nc1-c1cccc(Cl)c1)Cc1nccn1C,6,2,5,39,-1.9,-12,-7,1,-39,-2
Cc1cc(C(=O)O)ccc1N=Cc1c(O)ccc2ccccc12,·,1,-7,17,0.4,-18,-3,0,-17,-3
COc1cc(OC)c(NC(=O)C2CCCN2C(=O)OCc2ccccc2)cc1Cl (stereo unspecified),14,-2,2,-37,0.4,-10,0,-1,37,4
COc1cccc(NC(=O)c2cc(CN3C(=O)c4ccccc4C3=O)ccc2OC)c1,-11,-2,-1,-51,0.0,-3,-1,-4,51,4
CCOc1ccc(NC(=O)NCc2ccc3c(c2)OCO3)cc1,15,2,-5,0,0.0,-16,4,1,0,5
